core dimer inh – inhibitors of HCV core protein dimerization, primary screen, biochemical, TR-FRET, high-throughput | TR-FRET GST/Flag-core106 dimerization, 1536-well | inhibition, % at 5 µM | 300,000 compounds, 0.33% hits | AID 1899, 2009;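 active means inhibition above the mean of all tested compounds plus 3 SD, set per screening campaign, cut at about 45% in these data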
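Test system: GST/Flag-tagged HCV core106 proteins; Medium: KF-containing HEPES buffer, pH 7.45, DTT, CHAPS, BSA; Times: compound-protein-antibody incubation 4 h at 22.5 °C; Detection: TR-FRET 671 and 617 nm emission; Benchmarks: wells lacking GST-core106 and wells with excess unlabelled core106.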
Fh CTSL1 inh – Fasciola hepatica cathepsin L1 inhibitors, primary screen, counter-screen for PFM18AAP inhibitor project, biochemical, QFRET, fluorogenic peptide substrate | recombinant F. hepatica cathepsin L1, Z-Leu-Arg-MCA fluorescence | inhibition, % at 5.96 µM | 300,000 compounds, 0.49% hits | AID 1906, 2009;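 active means inhibition above the mean of all tested compounds plus 3 SD, set per screening campaign, cut at about 17% in these data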;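 further: 0% = plate median of test compound wells and 100% = 1 µM Z-Phe-Ala-diazomethylketone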
EBNA-1 inhibitor – EBNA-1 DNA-binding inhibitors, primary screen, biochemical, fluorescence polarization; inhibition, % at 14.8 µM; 300,000 compounds, 0.34% hits; in the data active means inhibition above about 28%
PP5 inh – PP5 phosphatase inhibitors, primary screen, biochemical, fluorescence; Serine/threonine-protein phosphatase 5 (Homo sapiens), P53041; purified PP5c, OMFP substrate fluorescence; inhibition, % at 6.7 µM; 320,000 compounds, 0.18% hits; AID 1987, 2009;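 active means inhibition above the campaign's mean inhibition across all tested compounds plus 3 SD, cut at about 9.5% in these data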;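 further: 0% = DMSO only and 100% = 100 µM cantharidin control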
PP1 inh – PP1-alpha phosphatase inhibitors, primary screen, counter-screen for PP5 inhibitor project, biochemical, fluorescence, OMFP substrate, single point | Serine/threonine-protein phosphatase PP1-alpha catalytic subunit (Homo sapiens), P62136 | purified PP1alpha | inhibition, % at 6.7 µM | 320,000 compounds, 0.9% hits | AID 2235, 2010;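 active means inhibition above the mean inhibition of all tested compounds plus 3 SD, computed separately for each screening campaign, cut at about 15% in these data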
Target sequence (P62136 whole entry, looked up): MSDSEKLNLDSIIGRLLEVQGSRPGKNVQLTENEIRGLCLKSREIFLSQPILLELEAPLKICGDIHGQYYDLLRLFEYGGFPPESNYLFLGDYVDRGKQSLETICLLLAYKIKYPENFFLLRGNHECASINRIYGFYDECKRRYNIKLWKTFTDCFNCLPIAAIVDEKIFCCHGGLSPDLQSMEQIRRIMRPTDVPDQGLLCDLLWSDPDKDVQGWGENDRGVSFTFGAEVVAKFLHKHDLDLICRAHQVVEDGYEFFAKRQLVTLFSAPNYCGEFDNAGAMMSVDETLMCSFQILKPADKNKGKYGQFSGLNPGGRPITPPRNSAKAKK
Efflux pump inh – inhibitors of Candida efflux pumps in yeast, primary screen, S. cerevisiae, Nile Red, multiplex; S. cerevisiae Candida pump triplex; inhibition, % at 10 µM; 330,000 compounds, 0.44% hits; AID 485275, 2010;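 active means plate passing quality check with inhibition over a set limit, or well fluorescence over plate mean plus 4 SD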;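 further: Nile Red retained in pooled yeast measured as flow cytometry median fluorescence; 0% = buffer negative control and 100% = Enniatin B positive control; higher means more Nile Red kept so more efflux inhibition; some compounds called inactive have numbers as strong as hits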
PREPL inh – PREPL enzyme inhibitors, primary screen, biochemical, fluorescence polarization; recombinant PREPL, fluorescence polarization activity-based probe; inhibition, % at 5.96 µM; 320,000 compounds, 0.68% hits; in the data active means inhibition above about 43%;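 further: 0% = enzyme with DMSO and 100% = wells lacking enzyme; many of its hits are not listed in these tables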
TPT1 inh – Candida albicans TPT1 enzyme inhibitors, primary screen, biochemical, fluorescence polarization; tRNA 2'-phosphotransferase TPT1 (Candida albicans SC5314); recombinant caTPT1, FP RNA substrate dephosphorylation; inhibition, % at 5 µM; 300,000 compounds, 0.81% hits;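 active means inhibition above the mean of all tested compounds plus 3 SD, set per screening campaign, cut at about 24% in these data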;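 further: plate controls were DMSO alone for no effect and ferristatin control at 100 nM for full effect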
ZTA DNA inh – counter-screen for EBNA-1 inhibitors: inhibitors of Epstein-Barr virus ZTA | P03206 | ZTA-DNA binding, fluorescence polarization | inhibition, % at 11 µM | 320,000 compounds, 0.15% hits | AID 2234; in the data active means inhibition above about 33%
Target sequence (P03206 whole entry, looked up): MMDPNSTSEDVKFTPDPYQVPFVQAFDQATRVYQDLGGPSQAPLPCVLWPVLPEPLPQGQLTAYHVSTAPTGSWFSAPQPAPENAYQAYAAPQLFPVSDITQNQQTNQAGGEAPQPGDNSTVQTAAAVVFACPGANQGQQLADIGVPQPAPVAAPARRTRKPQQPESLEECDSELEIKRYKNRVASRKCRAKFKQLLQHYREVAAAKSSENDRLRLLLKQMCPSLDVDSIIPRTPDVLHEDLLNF
Starred values were filed as active, the others as inactive.

Abbreviations – A = core dimer inh; B = Fh CTSL1 inh; C = EBNA-1 inhibitor; D = PP5 inh; E = PP1 inh; F = Efflux pump inh; G = PREPL inh; H = TPT1 inh; I = ZTA DNA inh
1. CCN1C(=O)N(CC)C2C1N(CO)C(=O)N2CO (centres undefined)
  A = -8 | B = 0 | C = -2 | D = 2.8 | E = 0 | F = 0.0 | G = 13 | H = -4 | I = -8
2. COC(=O)N1C(=O)[C@@](c2ccccc2)(C(C)C)N1C(=O)OC
  A = -6 | B = -4 | C = 11 | D = -1.4 | E = -4 | F = -0.1 | G = 4 | H = 2 | I = -9
3. O=C(NCCCc1ccccc1)c1cncc(Br)c1
  A = -4 | B = -3 | C = -11 | D = 2.5 | E = -3 | F = 0.9 | G = 0 | H = -1 | I = -11
4. Cc1ccc(OC(C)C(=O)N=Nc2c(O)[nH]c3ccc([N+](=O)[O-])cc23)cc1 (centres undefined)
  A = -15 | B = -3 | C = -8 | D = 3.9 | E = -5 | F = -0.1 | G = 14 | H = 1 | I = -13
5. COCc1cc(C)nc(N)c1C#N
  A = -3 | B = -2 | C = -1 | D = 3.2 | E = -12 | F = 0.0 | G = 7 | H = 4 | I = 4
6. O=C(NCc1ccccn1)c1c(O)c2c([nH]c1=O)CCCC2
  A = 8 | B = 1 | C = 9 | D = -1.4 | E = 2 | F = 0.0 | G = 13 | H = 1 | I = 8
7. Fc1ccc(C2c3cccn3CCN2C(=S)Nc2cccc(Br)c2)cc1 (centres undefined)
  A = 7 | B = 3 | C = -2 | D = 0.4 | E = 3 | F = 0.1 | G = -13 | H = 1 | I = -6
8. O=C(NNC1=NCCC1)c1cccc(S(=O)(=O)N2CCCCC2)c1
  A = -4 | B = 5 | C = -3 | D = 0.2 | E = -3 | F = -0.1 | G = 2 | H = 0 | I = -9
9. Cc1cc(C(=O)N2CCCC(N3CCN(c4cccc(C(F)(F)F)c4)CC3)C2)c(C)o1 (centres undefined)
  A = 0 | B = 0 | C = 6 | D = 4.1 | E = 0 | F = -0.3 | G = 11 | H = 0 | I = 4
10. O=C(NCc1cccnc1)c1ccc(CS(=O)(=O)c2ccc(Br)cc2)o1
  A = 4 | B = -2 | C = 1 | D = 1.2 | E = -9 | F = 0.0 | G = -17 | H = 0 | I = 13

The list goes on.
Abbreviations – A = core dimer inh; B = Fh CTSL1 inh; C = EBNA-1 inhibitor; D = PP5 inh; E = PP1 inh; F = Efflux pump inh; G = PREPL inh; H = TPT1 inh; I = ZTA DNA inh
11. CSc1ccc(/C=N/NC(=O)CN2CCN(Cc3ccccc3Cl)CC2)cc1
  A = 5 | B = 3 | C = 6 | D = -0.5 | E = -2 | F = -0.1 | G = 3 | H = -1 | I = 9
12. CSc1ccc(C2CC(=O)Nc3nc(SC)[nH]c(=O)c32)cc1 (centres undefined)
  A = -1 | B = 3 | C = -9 | D = 1.5 | E = 6 | F = 0.0 | G = 3 | H = -5 | I = -3
13. CCOc1ccccc1-c1nnc(SCC(=O)NC2CC2)n1CC
  A = -5 | B = -1 | C = 0 | D = 2.1 | E = -4 | F = -0.2 | G = -1 | H = -3 | I = 1
14. CCOc1ccccc1CNC(=O)CCCn1ncn2c(cc3occc32)c1=O
  A = 1 | B = -6 | C = -18 | D = -0.8 | E = 4 | F = 0.2 | G = -2 | H = -2 | I = 0
15. O=C(NCN1C(=O)C2C3C=CC(C3)C2C1=O)OC1CCCCC1 (centres undefined)
  A = 0 | B = -2 | C = 8 | D = -1.3 | E = -4 | F = 0.1 | G = -1 | H = 1 | I = 13
16. CN(C)CCN(Cc1ccco1)C(=O)c1oc2ccccc2c1NC(=O)COc1ccccc1
  A = -10 | B = 6 | C = 5 | D = -1.9 | E = 0 | F = -0.1 | G = -17 | H = -3 | I = -4
17. COc1ccc(N2CCN(C(=O)CCc3ccccc3)CC2)cc1
  A = 3 | B = -1 | C = 9 | D = -0.5 | E = -3 | F = -0.1 | G = -4 | H = 0 | I = 16
18. Cc1c(Br)c([N+](=O)[O-])nn1CC(=O)NCc1ccccc1
  A = -3 | B = 8 | C = 4 | D = -0.7 | E = -2 | F = 0.2 | G = 23 | H = -6 | I = 7
19. CCC(=O)N(C)/C=C1\Sc2ccccc2C1=O
  A = -11 | B = -3 | C = -7 | D = 1.0 | E = 1 | F = -0.1 | G = -10 | H = 3 | I = -11
20. Cc1ccc(NC(=O)c2cccc(S(=O)(=O)N(C)C3CCCCC3)c2)nc1
  A = 2 | B = -4 | C = 3 | D = 2.6 | E = 3 | F = 0.0 | G = 10 | H = -1 | I = -6

Additional entries.
Abbreviations – A = core dimer inh; B = Fh CTSL1 inh; C = EBNA-1 inhibitor; D = PP5 inh; E = PP1 inh; F = Efflux pump inh; G = PREPL inh; H = TPT1 inh; I = ZTA DNA inh
21. O=C1NCCN1CCNS(=O)(=O)c1ccc2ccccc2c1
  A = 7 | B = -2 | C = 7 | D = -0.8 | E = -4 | F = 0.0 | G = 0 | H = -3 | I = 0
22. COc1ccc(-c2ccc(=O)n(Cc3cccc(Cl)c3)n2)cc1
  A = 6 | B = 2 | C = -8 | D = 3.1 | E = -3 | F = 0.5 | G = -58 | H = 3 | I = -3
23. Cn1c(SCc2ccccc2)nnc1-c1ccco1
  A = 3 | B = -4 | C = -8 | D = 4.3 | E = 0 | F = -0.1 | G = 0 | H = -1 | I = -1
24. CN(C)/C=N/c1[nH]ncc1C#N
  A = -3 | B = -1 | C = -5 | D = 1.8 | E = 0 | F = -0.2 | G = 7 | H = -1 | I = 8
25. CCNC(=O)CC1C(=O)N(c2ccc(C)cc2)C(=O)N1Cc1ccccn1 (centres undefined)
  A = -1 | B = 1 | C = 15 | D = 0.4 | E = -4 | F = 0.0 | G = 12 | H = -5 | I = -5
26. CC1CCCCN1S(=O)(=O)c1ccc(S(=O)(=O)N2CCN(c3ccccc3)CC2)cc1 (centres undefined)
  A = 3 | B = 0 | C = 1 | D = 1.6 | E = -5 | F = -0.2 | G = -42 | H = 2 | I = 3
27. O=C(O)c1cc(-c2ccco2)[nH]n1
  A = -6 | B = -2 | C = -1 | D = -2.8 | E = -2 | F = 0.0 | G = 10 | H = -2 | I = 0
28. Cc1cc(N(C)NC(=S)Nc2ccccc2)nc(C)n1
  A = -8 | B = 0 | C = -4 | D = -0.7 | E = 2 | F = 0.6 | G = -6 | H = 3 | I = 8
29. O=C(NCc1ccccn1)c1cc(-c2ccc(Br)cc2)nc2ccccc12
  A = -3 | B = -1 | C = -7 | D = 2.3 | E = -1 | F = -0.3 | G = 0 | H = 3 | I = 13

Numbers 20 to 29, reprinted for reference:
Abbreviations – A = core dimer inh; B = Fh CTSL1 inh; C = EBNA-1 inhibitor; D = PP5 inh; E = PP1 inh; F = Efflux pump inh; G = PREPL inh; H = TPT1 inh; I = ZTA DNA inh
20. Cc1ccc(NC(=O)c2cccc(S(=O)(=O)N(C)C3CCCCC3)c2)nc1
  A = 2 | B = -4 | C = 3 | D = 2.6 | E = 3 | F = 0.0 | G = 10 | H = -1 | I = -6
21. O=C1NCCN1CCNS(=O)(=O)c1ccc2ccccc2c1
  A = 7 | B = -2 | C = 7 | D = -0.8 | E = -4 | F = 0.0 | G = 0 | H = -3 | I = 0
22. COc1ccc(-c2ccc(=O)n(Cc3cccc(Cl)c3)n2)cc1
  A = 6 | B = 2 | C = -8 | D = 3.1 | E = -3 | F = 0.5 | G = -58 | H = 3 | I = -3
23. Cn1c(SCc2ccccc2)nnc1-c1ccco1
  A = 3 | B = -4 | C = -8 | D = 4.3 | E = 0 | F = -0.1 | G = 0 | H = -1 | I = -1
24. CN(C)/C=N/c1[nH]ncc1C#N
  A = -3 | B = -1 | C = -5 | D = 1.8 | E = 0 | F = -0.2 | G = 7 | H = -1 | I = 8
25. CCNC(=O)CC1C(=O)N(c2ccc(C)cc2)C(=O)N1Cc1ccccn1 (centres undefined)
  A = -1 | B = 1 | C = 15 | D = 0.4 | E = -4 | F = 0.0 | G = 12 | H = -5 | I = -5
26. CC1CCCCN1S(=O)(=O)c1ccc(S(=O)(=O)N2CCN(c3ccccc3)CC2)cc1 (centres undefined)
  A = 3 | B = 0 | C = 1 | D = 1.6 | E = -5 | F = -0.2 | G = -42 | H = 2 | I = 3
27. O=C(O)c1cc(-c2ccco2)[nH]n1
  A = -6 | B = -2 | C = -1 | D = -2.8 | E = -2 | F = 0.0 | G = 10 | H = -2 | I = 0
28. Cc1cc(N(C)NC(=S)Nc2ccccc2)nc(C)n1
  A = -8 | B = 0 | C = -4 | D = -0.7 | E = 2 | F = 0.6 | G = -6 | H = 3 | I = 8
29. O=C(NCc1ccccn1)c1cc(-c2ccc(Br)cc2)nc2ccccc12
  A = -3 | B = -1 | C = -7 | D = 2.3 | E = -1 | F = -0.3 | G = 0 | H = 3 | I = 13

Bioassay records as filed in PubChem BioAssay.

A portion of the library; the hit share may differ from the screen's.
